# Source: PubChem BioAssay
# DNA Pol III inh – qHTS Assay for Inhibitors of DNA Polymerase III Holoenzyme System; 71,000 compounds, 0.25% hits; Potency, µM (highest dose often 57.1 µM), for the others: top-dose activity change, negative = inhibition; reconstituted DNA polymerase III holoenzyme replication, biochemical; also: potency is read from the fitted curve at half-maximal effect; % is scaled to controls: 0 for no effect and ±100 for the full control effect
#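 Reconstituted *E. coli* holoenzyme (0.35 nM Pol III, 1 nM beta, 154 nM SSB, 2 nM primase) was preincubated with compound for 15 min at RT. Synthesis on 1.4 nM ssM13Gori ran 35 min, then was stopped with PicoGreen/EDTA and read as dsDNA fluorescence.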
# Tau fil binding – qHTS Assay for Tau Filament Binding; Microtubule-associated protein tau (Homo sapiens), P10636; AID 596, 2007; 71,000 compounds, 2% hits; Potency, µM (highest dose often 57.1 µM), for inactives: at the top dose activity change, negative = inhibition; recombinant tau filaments, thioflavin S fluorescence, 15 h; filaments grown with octadecylsulfate alongside compound;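 also: potency is read from the fitted curve at half-maximal effect; % is scaled to controls: 0 for no effect and ±100 for the full control effect; actives lower thioflavin S fluorescence by blocking filaments or displacing dye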
#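 Thioflavine S fluorescence (ex 450, em 510 nm) reports filaments formed from 1 uM human tau plus 30 uM ODS over 15 h at 37 C (10 mM HEPES pH 7.4, 100 mM NaCl, 5 mM DTT); compounds displacing dye or blocking filaments lower signal.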
# BRCT PPI green – qHTS Assay for Inhibitors of BRCT-Phosphoprotein Interaction (Green Fluorophore). Breast cancer type 1 susceptibility protein (Homo sapiens), P38398. BRCA1 BRCT-phosphopeptide binding, green fluorescence polarization. Potency, µM (series often up to 76.9 µM), for the others: at the top dose activity change, negative = inhibition, most hits filed as inhibitors. 75,000 compounds, 0.05% hits;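 also: potency is read from the fitted curve at half-maximal effect; plate controls were peptide without protein for full effect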
#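 Fluorescence polarization: His-tagged BRCT (~35 kDa BRCA1 C-terminus, 250 nM) bound to 100 nM fluorescein-labeled phosphorylated 10-aa BACH1 peptide, pH 7.3 phosphate buffer with DTT and Tween 20. Compounds incubated 12 min at room temperature; inhibition read as lowered polarization.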
# HADH2 inh – qHTS Assay for Inhibitors of HADH2 (Hydroxyacyl-Coenzyme A Dehydrogenase, Type II); 3-hydroxyacyl-CoA dehydrogenase type-2 (Homo sapiens), Q99714; recombinant HADH2, NADH fluorescence, beta-hydroxybutyryl-CoA; Potency, µM (highest dose often 57.1 µM), inactives show at the highest dose activity change, negative = inhibition, hits mostly inhibitors; 73,000 compounds, 3.4% hits; AID 886, 2007; also: potency is read from the fitted curve at half-maximal effect; % is scaled to controls: 0 for no effect and ±100 for the full control effect; nearly all actives have a fitted effect of over 60% in size; many of its hits are not listed in these tables
#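 Buffer 100 mM Tris-HCl pH 9.0/0.01% Tween-20; HADH2 20 nM; NAD+ 1 mM; beta-hydroxybutyryl-CoA 90 uM (all final). 15 min cpd preincubation, RT.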
# Rhodamine autofl – qHTS Assay for Spectroscopic Profiling in Rhodamine Spectral Region. Rhodamine-region fluorescence, 547/598 nm, Tris buffer; stronger effect = higher value. max dye-equivalent concentration, M. 59,000 compounds, 0.05% hits. AID 594, 2007; in the data active = max dye-equivalent concentration above about 11 nM; inconclusive = between about 1.1 nM and that limit
#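 Compound fluorescence in 100 mM Tris, pH 8.0, read after 15 min at room temperature with 547 nm excitation and 598 nm emission. Output is dye-equivalent concentration from an on-plate rhodamine standard series.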
# HEK293 cAMP ctrl – qHTS Assay for Agonists of the Thyroid Stimulating Hormone Receptor: Activators of Intracellular cAMP Concentrations in Parental HEK 293. Potency, µM (series often up to 57.1 µM), for the others: at the highest dose activation, hits mostly activators. parental HEK293 CNG cAMP sensor, membrane potential fluorescence. 73,000 compounds, 2.5% hits; also: potency is read from the fitted curve at half-maximal effect; % of control where 0% means no effect; nearly all actives have a fitted effect of over 55% in size
#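 Parental HEK 293 cells stably expressing a modified CNG channel (no TSHR) report cAMP rise as membrane depolarization. Membrane potential dye with 100 uM RO 20-1724 was loaded for 60 min at room temperature, then compound added for 30 min; fluorescence read at 590 nm.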
# Casp7 inh – qHTS Assay for Allosteric/Competitive Inhibitors of Caspase-7 | recombinant caspase-7, Ac-DEVD-AFC fluorescence rate | AID 889, 2007 | Potency, µM (doses to about 57.5 µM), for the others: at the highest dose activity change, negative = inhibition, actives largely listed as inhibitors | P55210 | 75,000 compounds, 0.02% hits; active = well fitted inhibition curve with a large enough effect in the main read-out, with a control signal flat, not every such curve was filed as active; inconclusive = small, poorly fitted or top-dose-only effect, or a change in a side signal; also: potency is read from the fitted curve at half-maximal effect; % of control where 0% means no effect
# BRCT inh red – qHTS Assay for Inhibitors of BRCT-Phosphoprotein Interaction (Red Fluorophore). BRCT-phosphopeptide binding, red fluorescence polarization. Potency, µM (titrated, usually from 76.9 µM), for inactives: at the highest dose activity change, negative = inhibition, usual class: inhibitors. 75,000 compounds, 0.03% hits. AID 892, 2007; also: % is scaled to controls: 0 for no effect and ±100 for the full control effect
#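 Rhodamine-labelled pBACH1 10-mer (100 nM) bound to BRCT domain (100 nM) at pH 7.3; compounds incubated 12 min room temperature, polarization read. Free peptide defines full inhibition; unlabelled decapeptide titrated as control.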
# ALOX15 inhib – qHTS Assay for Inhibitors of 15-hLO (15-human lipoxygenase). Polyunsaturated fatty acid lipoxygenase ALOX15 (Homo sapiens), P16050. 74,000 compounds, 1.4% hits. AID 887, 2007. Potency, µM (titrated, usually from 57.1 µM), for the others: at the highest dose activity change, negative = inhibition, usual class: inhibitors. purified 15hLO-1, xylenol orange hydroperoxide absorbance; also: potency is read from the fitted curve at half-maximal effect; % is scaled to controls: 0 for no effect and ±100 for the full control effect; nearly all actives have a fitted effect of over 55% in size
#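 40 nM 15hLO-1 + cpd, 15 min RT; start w/ 50 uM AA (final), 6 min RT; stop/detect w/ 200 uM XO + 300 uM Fe(II) in 50 mM H2SO4, 30 min; A573/A405. Buffer 25 mM Hepes pH 7.5, 0.01% Triton X-100. No-enzyme wells as negative control.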
# Casp1 inh – qHTS Assay for Allosteric/Competitive Inhibitors of Caspase-1; P29466; Caspase-1 enzyme, Ac-WEHD-AFC fluorogenic rate; Potency, µM (highest dose often 57.5 µM), without a hit: top-dose activity change, negative = inhibition, usual class: inhibitors; 75,000 compounds, 0.03% hits; AID 900, 2007;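 also: potency is read from the fitted curve at half-maximal effect; plate controls were vehicle for no effect and no substrate for full effect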
# USP2a inhib – qHTS Assay for Inhibitors of Ubiquitin-specific Protease USP2a; 60,000 compounds, 0.1% hits; Ubiquitin carboxyl-terminal hydrolase 2 (Homo sapiens), O75604; Potency, µM (doses to about 38.3 µM), for the others: at the top dose activity change, negative = inhibition, hits mostly inhibitors; USP2a enzymatic assay, qHTS inhibition;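 also: potency is read from the fitted curve at half-maximal effect; nearly all actives have a fitted effect of over 60% in size; plate controls were DMSO for no effect and NEM full inhibition control for full effect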
#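 Coupled readout: USP2-cleaved Ub-PLA2 (20nM final) turns over NBD C6-HPC (20uM final), Ex 460nm/Em 535nm after 2.5 h, time-zero read flagging artifacts. Enzyme (20nM final, pH 8.0 Tris) given 30 min RT with compound first; NEM defines full inhibition.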
# Active calls of the source: *; i = inactive; ? = inconclusive; · = not tested or not shown; [ ] = remark or other dose. Unless noted, calls follow the shape of the dose curve; as a rule, active = well fitted curve in the direction sought with a large enough effect; inconclusive = small, poorly fitted or top-dose-only effect, or another doubt; inactive = no such curve, though single readings can be large; an effect the other way counts as inactive or inconclusive.
# A first look, two compounds:
SMILES,DNA Pol III inh,Tau fil binding,BRCT PPI green,HADH2 inh,Rhodamine autofl,HEK293 cAMP ctrl,Casp7 inh,BRCT inh red,ALOX15 inhib,Casp1 inh,USP2a inhib
CC(C)Oc1ccc(CC2CC(=O)NC2=O)cc1 (stereo not drawn),-1.8%,-7.0%,-0.9%,6.0%,i,-7.8%,4.4%,-0.8%,-2.4%,-0.8%,-1.9%
O=C(NCC1CCCO1)C1CC(=O)N(C2CCCCCC2)C1 (stereo not drawn),3.6%,8.3%,-2.1%,20.8%,i,18.0%,-2.1%,-0.1%,1.9%,-0.4%,0.4%

# Results, repeating the preview:
SMILES,DNA Pol III inh,Tau fil binding,BRCT PPI green,HADH2 inh,Rhodamine autofl,HEK293 cAMP ctrl,Casp7 inh,BRCT inh red,ALOX15 inhib,Casp1 inh,USP2a inhib
CC(C)Oc1ccc(CC2CC(=O)NC2=O)cc1 (stereo not drawn),-1.8%,-7.0%,-0.9%,6.0%,i,-7.8%,4.4%,-0.8%,-2.4%,-0.8%,-1.9%
O=C(NCC1CCCO1)C1CC(=O)N(C2CCCCCC2)C1 (stereo not drawn),3.6%,8.3%,-2.1%,20.8%,i,18.0%,-2.1%,-0.1%,1.9%,-0.4%,0.4%
COCCCn1c(-c2ccco2)nc2ccccc2c1=O,-3.9%,5.6%,0.5%,-0.2%,·,2.4%,0.9%,-0.5%,2.3%,0.7%,-1.9%
O=C(Nc1cccc(F)c1)N1CC[C@@]2(CCCN(S(=O)(=O)c3ccccc3)C2)C1,-4.3%,6.8%,-1.0%,6.0%,i,?,-2.4%,-1.0%,-2.1%,-0.6%,112.7%[activator]
CCOC(=O)Cn1cc(C(=O)c2cccs2)c2ccccc21,-1.1%,0.8%,-1.3%,4.7%,i,27.3%,-1.4%,-1.0%,-3.3%,-2.3%,-0.7%
C[C@@H](c1ccccc1)N1C(=O)[C@H]2[C@H]3[C@H](O)[C@H](O)C/C(=N/OC[C@@H](O)COCc4ccco4)[C@H]3CC[C@@H]2C1=O,·,·,-2.1%[15.4 µM],6.1%[11.4 µM],·,0.9%[11.4 µM],1.6%[11.5 µM],0.6%[15.4 µM],4.2%[11.4 µM],0.2%[11.5 µM],·
CCc1nnc(NC(=O)c2ccc(S(=O)(=O)NC3CCCCC3)cc2)s1,-4.5%,-16.5%,-1.1%,-12.6%,i,6.9%,0.3%,2.3%,2.8%,0.6%,7.0%
COC(=O)Cn1c(C)nc2c(sc3nc(C)cc(C)c32)c1=O,-3.5%,36.3%,3.6%,4.8%,i,17.7%,0.4%,-1.9%,9.5%,0.0%,4.9%
CCOc1ccc(NC(=O)CSc2nnc(-c3ccccc3Cl)n2Cc2ccco2)cc1,1.9%,-3.4%,0.2%,3.1%,i,?,-4.3%,0.8%,-13.9%,-4.8%,14.2%
CC1(C)CC2/C(CO)=C/C=C/[C@](C)(O)CC[C@]21O (stereo partly drawn),·,·,-2.0%,·,·,·,1.6%,1.8%,8.0%,-0.7%,-5.4%
Cc1ccc(S(=O)(=O)N2CCN(C)CC2)cc1-c1nnc2c3ccccc3c(C)nn12,-4.1%,20.7%,6.6%,2.7%,i,1.7%,-0.5%,-1.9%,12.4%,-0.3%,13.6%
CCOC(=O)N1CCN(C(=O)c2ccc3c(=O)n(-c4ccc(OC)cc4)c(=S)[nH]c3c2)CC1,-5.5%,4.4%,-2.0%,-3.3%,i,5.5%,-1.1%,1.1%,5.6%,0.7%,-8.7%
COc1ccc(-c2noc(C3CCCN(C(=O)c4ccccc4OC)C3)n2)cc1OC (stereo not drawn),-0.3%,2.7%,2.1%,2.5%,i,?,-1.9%,-1.8%,4.8%,-0.5%,6.8%
Cc1cc(C)nc(NC2=NCC(=O)N2CCc2c[nH]c3ccccc23)n1,-3.0%,19.2%,2.1%,3.2%,i,-7.6%,1.7%,0.4%,-4.2%,-0.7%,17.5%
CS(=O)(=O)N1CCC2(CCCN(C(=O)Nc3cccc(F)c3)C2)CC1,-4.6%,7.3%,1.7%,1.1%,i,15.3%,-1.8%,-0.1%,?,1.2%,10.4%
Cc1nc(S(=O)(=O)NC2CCCCC2)c(C#N)c(C)c1Cl,-0.5%,11.1%,-0.3%,7.7%,i,6.1%,-1.5%,0.0%,-1.3%,0.7%,-6.6%
COc1ccc(-n2c(Cn3c(=O)sc4ccccc43)nnc2SCC(=O)N2CCCCC2)cc1,1.1%,2.2%,1.6%,-0.9%,·,-0.1%,-1.7%,-0.8%,-0.3%,0.4%,·
COC(=O)N(C)CCCC1(C)C(=O)N(C)c2ccc(O)cc21 (stereo not drawn),1.4%,-11.3%,-0.1%,9.5%,i,4.2%,1.5%,0.4%,25.0%,-2.2%,-5.2%
Cc1nc2sc(C(c3ccco3)N3CCC(Cc4ccccc4)CC3)c(O)n2n1 (stereo not drawn),-4.3%,-6.2%,-2.6%,-13.2%,·,23.7%,-4.7%,0.9%,9.1%,-2.4%,·
COc1ccc(C[C@@](C)(N)C(=O)O)cc1OC,-1.0%[25.6 µM],2.9%[25.6 µM],-1.4%[34.4 µM],?,i,-2.4%[25.6 µM],0.0%[25.7 µM],-0.2%[34.4 µM],-11.6%[25.6 µM],-1.7%[25.7 µM],-4.4%[17.1 µM]
COc1cccc(-c2cc(C(=O)N3CC4(C)CC3CC(C)(C)C4)no2)c1 (stereo not drawn),-2.7%,50.3%,0.5%,-4.9%,i,?,-1.7%,-1.0%,-14.9%,0.7%,-25.9%
Cc1cc2c(cc(C(=O)OCC(=O)NCc3cccs3)n2C(C)C)o1,2.1%,8.4%,-1.2%,4.6%,i,?,-0.7%,-1.3%,-23.3%,-5.2%,·
Cc1ccc(-n2c(C)nc3c(cnn3-c3ccc(F)cc3)c2=O)cc1C,-5.0%,7.7%,0.2%,8.7%,i,?,-0.7%,-0.2%,-2.8%,-0.7%,8.7%
C=CCn1c(C)cc(C(=O)CSc2nnc(-c3cccc(S(=O)(=O)N(CC)CC)c3)o2)c1C,?,27.5%,1.4%,-5.8%,i,?,-3.2%,-0.9%,-9.7%,-2.2%,5.4%
CCOC(=O)N1CCN(C(=O)CN2C(=O)COc3ccc(C)cc32)CC1,-1.8%,6.8%,-1.8%,3.7%,i,-1.3%,2.0%,0.2%,3.8%,-0.1%,4.1%

# Later entries
SMILES,DNA Pol III inh,Tau fil binding,BRCT PPI green,HADH2 inh,Rhodamine autofl,HEK293 cAMP ctrl,Casp7 inh,BRCT inh red,ALOX15 inhib,Casp1 inh,USP2a inhib
CCCC(=O)Nc1c(C(=O)OCC)[nH]c2ccccc12,0.6%,8.4%,2.0%,-11.6%,·,?,0.3%,-2.0%,-0.2%,-4.3%,·
CCCN(c1ccc(C(C)C)cc1)S(=O)(=O)c1c(C)noc1C,4.7%,-2.4%,-0.3%,1.7%,i,?,-0.6%,-1.1%,-4.0%,-2.0%,-4.1%
O=C(OC1CCCCC1)c1ccc2c(c1)C1C=CCC1C(C(=O)O)N2 (stereo not drawn),20µM*,0.631µM*,?,6.31µM*,i,4.2%,?,?,25.1µM*,-17.4%,-4.4%
COc1cccc(C2CC(c3cccc(C)c3)n3ncnc3N2)c1 (stereo not drawn),1.8%,3.0%,-0.8%,8.1%,·,?,-1.1%,-0.3%,21.3%,1.2%,·
O=C(CN1CCOCC1)OCCCc1ccccc1,-6.6%,-8.4%,-1.0%,3.0%,i,5.5%,-1.2%,0.0%,-2.8%,-0.9%,-2.4%
Cc1cnc(C(=O)OCC(=O)Nc2cc(Cl)cc(Cl)c2)cn1,-4.9%,1.7%,0.0%,7.1%,i,-1.2%,-0.4%,-0.7%,6.0%,0.0%,9.2%
Cc1c(-c2nc(N)nc(Nc3ccccc3F)n2)oc2ccccc12,-2.7%,33.4%,0.9%,?,i,14.8%,-5.8%,0.1%,-15.5%,1.4%,41.8%[activator]

# An excerpt (hit frequency here may not be typical).
